Compound activity deposited in PubChem BioAssay by several laboratories.
Glyco luc inh = blocks N-linked glycosylation in D54 reporter cells; D54 ERlucT glycosylation luciferase reporter, 24 h; percent of 100 nM tunicamycin response; reporter increase, % at 12.5 µM; hit rate 0.23% among 360,000; AID 588692;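 active = mean luciferase reporter signal, scaled so untreated is 0 and the glycosylation-blocking control 100, at or above a set limit in every replicate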;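 also: luciferase carries N-glycosylation sites so blocking glycosylation raises the light; 0% = median of neutral control wells and 100% = median of 100 nM tunicamycin wells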
m5-HT2A agonist = agonists of mouse serotonin 5-HT2A receptor (HTR2A). activation, % at 7.6 µM. P35363. hit rate 0.66% among 360,000. CHO-K1 mHTR2A beta-arrestin complementation, luminescence; percent of 30 µM serotonin response;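 active = activation above a run cutoff, the mean activation of all tested compounds plus 3 SD, cut at about 14% in these data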;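 also: 0% = plate median of compound wells and 100% = 30 µM serotonin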
ABHD5-PLIN5 inh = inhibitors of human ABHD5-perilipin-5 interaction; Q00G26+Q8WTS1; Split G. princeps luciferase complementation, luminescence, 4 h; inhibition, % at 4 µM; hit rate 0.78% among 360,000;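 active = inhibition above the mean inhibition across every tested compound plus 3 SD, cut at about 22% in these data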;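 also: 0% = DMSO only wells and the 100% control is not disclosed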
Granule exo inh = blocks lytic granule exocytosis; TALL-104 LAMP-1 surface exposure, flow cytometry; cells stimulated with thapsigargin and PMA; inhibition, % at 10 µM; hit rate 0.66% among 360,000;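 active = inhibition above about 55%, limit read from the data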
MC4R antagonist = antagonists of human melanocortin 4 receptor (MC4R) | AID 540295 | hit rate 0.48% among 360,000 | MC4R-expressing cells, MTII-stimulated cAMP, LANCE TR-FRET | inhibition, % at 6.5 µM | P32245;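 active = inhibition above its plate's cutoff, the mean of tested wells on that plate plus 3 SD, cut at about 29% in these data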;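 also: 0% = Melanotan II alone and 100% = Melanotan II plus saturating MCL0020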
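System: U2OS-MC4R stable cell line; Technique: Eu-cAMP/anti-cAMP TR-FRET, emission 671 nm; Repeats: single well per compound; Also added: Melanotan II; Dosing: one concentration, 6.5 µM nominal; Schedule: 30-min compound, 1-h challenge, 1-h detection, room temperature.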
H9c2 protect = modulators protecting cardiomyocytes from myocardial damage; H9c2 cardiomyocytes, H2O2 injury protection, ATPLite, 2 h; protection from H2O2 cell death, % at 20 µM; hit rate 0.63% among 360,000;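 active = compounds giving at least 50% protection of heart cells from peroxide-induced death in the single-dose screen, raw or plate-pattern-corrected value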;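 also: 0% = DMSO wells with peroxide and 100% = DMSO wells without peroxide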
ABCB6 inh 2 = blocks the human ABCB6 transporter. AID 602162. K562-ABCB6 porphyrin accumulation, flow cytometry, 1 h; stronger effect = lower value. hit rate 0.19% among 360,000. fluorescence ratio to DMSO, % at 10 µM;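 active = fluorescence ratio to DMSO below 75%, the collection mean minus 3 SD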;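 also: signal is porphyrin accumulated inside mitochondria; 100% equals median channel fluorescence of DMSO control wells; lower ratio means ABCB6 inhibition with less porphyrin fluorescence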
Target sequence (Q9NP58 whole entry, looked up): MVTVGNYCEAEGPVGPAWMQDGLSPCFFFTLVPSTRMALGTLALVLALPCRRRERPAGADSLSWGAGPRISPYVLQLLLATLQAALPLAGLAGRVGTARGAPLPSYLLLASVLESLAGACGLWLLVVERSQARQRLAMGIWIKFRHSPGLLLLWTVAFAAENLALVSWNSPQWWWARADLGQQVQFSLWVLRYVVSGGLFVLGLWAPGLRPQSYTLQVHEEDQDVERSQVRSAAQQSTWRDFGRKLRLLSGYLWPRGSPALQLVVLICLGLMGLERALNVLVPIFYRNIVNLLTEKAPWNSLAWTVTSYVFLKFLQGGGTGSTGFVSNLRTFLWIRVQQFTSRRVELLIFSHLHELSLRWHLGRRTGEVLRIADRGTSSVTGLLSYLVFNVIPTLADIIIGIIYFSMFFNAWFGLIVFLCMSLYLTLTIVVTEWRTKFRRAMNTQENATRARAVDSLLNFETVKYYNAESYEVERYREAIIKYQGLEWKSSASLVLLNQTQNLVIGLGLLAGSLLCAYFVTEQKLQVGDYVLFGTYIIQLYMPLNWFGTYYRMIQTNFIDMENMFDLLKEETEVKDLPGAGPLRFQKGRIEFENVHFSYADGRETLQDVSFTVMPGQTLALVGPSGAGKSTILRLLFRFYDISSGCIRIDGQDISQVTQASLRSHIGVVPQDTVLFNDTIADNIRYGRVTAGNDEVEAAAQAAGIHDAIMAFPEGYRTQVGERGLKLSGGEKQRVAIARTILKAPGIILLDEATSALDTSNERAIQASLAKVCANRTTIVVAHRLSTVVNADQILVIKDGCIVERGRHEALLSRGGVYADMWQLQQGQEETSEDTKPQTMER
iPSC survival up = increases survival of single human iPS cells; hit rate 0.044% among 360,000; hiPSC single-cell survival, ATPlite luminescence; 100% = ROCK inhibitor wells, 0% = DMSO; survival enhancement, % at 20 µM; in the data active = survival enhancement above about 18%;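 also: cells exposed to compounds for 16 hours before the ATP read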
MC4R ag barr = agonists of human melanocortin 4 receptor (MC4R) beta-arrestin; activation, % at 8.9 µM; P32245; U2OS MC4R beta-arrestin complementation, luminescence; percent of melanotan II response, DMSO zero; AID 540308; hit rate 0.98% among 360,000;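 active = activation above a per-plate cutoff, the mean activation of sample wells on that plate plus 3 SD, cut at about 8% in these data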
aDG glyco up = increases alpha dystroglycan glycosylation. Pro5-aDG cells, alpha-DG glycosylation AlphaScreen (IIH6); 0% Pro5, 100% B10-LARGE cell signal. activation, % at 10 µM. hit rate 0.22% among 360,000. AID 624168;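 active = activation of at least 8% versus controls, or a plate z-score of at least 8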;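 also: Pro5 are CHO cells carrying HIG-tagged alpha-DG that lacks glycosylation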
Starred values were filed as active, the others as inactive; . = no result given.

SMILES	Glyco luc inh	m5-HT2A agonist	ABHD5-PLIN5 inh	Granule exo inh	MC4R antagonist	H9c2 protect	ABCB6 inh 2	iPSC survival up	MC4R ag barr	aDG glyco up
COc1cc(OC)cc(-c2c(-c3cccs3)c3cc(-c4ccc(CN5CCOCC5)cc4)ccc3n2C)c1	-4	-2	3	0	4	-6	98	0.3	-1.1	0.1
Cc1ccc2[nH]c3c(c2c1)CN(C(=O)CN1c2ccc(F)cc2CCC1C)CC3 (stereo unspecified)	6	-2	-3	0	20	-12	167	-2.6	1.6	0.6
O=C(c1cc(-c2cccs2)on1)N1CCN(c2ccccc2)CC1	0	-6	-1	-2	8	-7	101	-1.1	-0.9	-0.1
Cc1cc(S(=O)(=O)NCC(C)C)ccc1OCC(=O)NCc1ccco1	0	-1	2	0	12	6	92	-1.6	-2.2	-0.1
CCCC(=O)Nc1ccc(NC(=O)c2ccccc2F)cn1	0	-8	-2	-12	1	4	97	0.4	-0.2	-0.1
CCCCCCN1C[C@@H](n2cc(COC(=O)c3ccccc3)nn2)[C@H](O)C[C@@H]1c1ccc(OC)cc1	-1	0	-11	-2	5	-16	103	0.8	2.5	3.9
COC(=O)Cn1ccnc1[N+](=O)[O-]	1	0	-4	4	-7	0	94	3.0	0.9	-0.3
CC(=O)c1c(COC(=O)c2ccccc2)nc2ccccc2[n+]1[O-]	1	1	-1	0	-6	-3	91	0.4	-0.9	0.0
CCOC(=O)CSc1nnc(CNC(=O)c2ccc(S(=O)(=O)N(C)C)cc2)n1C	0	5	0	-8	-1	13	104	1.2	2.5	0.2
CCN(CC)c1ccc(/C=C2\SC(N)=NC2=O)cc1	1	-2	1	-7	-5	-9	140	0.0	-1.2	-0.1
Cc1cccc(C)c1OCC(C)N (stereo unspecified)	1	-3	-5	2	11	-10	96	-3.1	2.9	-0.2
CCCCNC(=O)c1nc(-c2cc3ccccc3[nH]2)oc1-c1ccccc1	.	-2	-4	7	.	.	.	.	.	0.0

An excerpt from above in order of their number in m5-HT2A agonist, smallest number first:
Compound | Glyco luc inh | m5-HT2A agonist | ABHD5-PLIN5 inh | Granule exo inh | MC4R antagonist | ABCB6 inh 2 | MC4R ag barr | aDG glyco up
O=C(c1cc(-c2cccs2)on1)N1CCN(c2ccccc2)CC1 | 0 | -6 | -1 | -2 | 8 | 101 | -0.9 | -0.1
COc1cc(OC)cc(-c2c(-c3cccs3)c3cc(-c4ccc(CN5CCOCC5)cc4)ccc3n2C)c1 | -4 | -2 | 3 | 0 | 4 | 98 | -1.1 | 0.1
Cc1cc(S(=O)(=O)NCC(C)C)ccc1OCC(=O)NCc1ccco1 | 0 | -1 | 2 | 0 | 12 | 92 | -2.2 | -0.1
CCOC(=O)CSc1nnc(CNC(=O)c2ccc(S(=O)(=O)N(C)C)cc2)n1C | 0 | 5 | 0 | -8 | -1 | 104 | 2.5 | 0.2

(list continues)
SMILES	Glyco luc inh	m5-HT2A agonist	ABHD5-PLIN5 inh	Granule exo inh	MC4R antagonist	H9c2 protect	ABCB6 inh 2	iPSC survival up	MC4R ag barr	aDG glyco up
Cc1ccccc1NC(=O)c1cccc(NC(=O)c2ccccc2C(=O)O)c1	2	-1	8	-2	11	8	92	0.0	-0.9	-0.1
O=C(Nc1ccc(N2CCN(C(=O)c3ccccc3)CC2)c(Cl)c1)c1cccnc1	-9	-2	1	-2	2	-8	91	-2.4	-2.2	1.3
CCc1ccc(NC(=O)Cn2nnc(C(=O)NCc3cccs3)c2N)cc1	-2	5	1	0	4	-2	130	-1.6	3.4	-0.2
COc1ccc(CN(Cc2cccn2C)S(=O)(=O)c2ccccc2)cc1	-3	-14	2	48	5	-8	99	-0.6	1.5	-0.1
COC(=O)C(C)NS(=O)(=O)c1ccc(NC(C)=O)cc1 (stereo unspecified)	2	11	-1	-3	9	3	107	-1.5	-0.3	0.1
COc1ccc(/C=C/c2nnc(NC(=O)COc3ccc(C)cc3)s2)cc1	2	2	-2	-1	2	5	101	0.6	-0.7	0.1
CN(C)c1nc(N)ncc1-c1ccc(Oc2ccccc2)cc1	-4	-2	5	-1	4	-10	98	0.6	-3.0	0.1
O=C(/C(=C/O)N=Nc1ccccc1)c1cccs1	2	-3	2	12	28	-14	95	-0.1	1.0	-0.5
CCOc1cc(N2CCOCC2)c(OCC)cc1NC(=O)COC(=O)CCn1c(C)csc1=O	2	-1	-2	-5	-5	2	101	-0.4	-2.9	-0.2
CCOc1ccc(NC(=S)C(C#N)=C2N(C)c3ccccc3N2C)cc1	-2	4	2	-2	6	-8	105	0.2	-2.9	-0.2
COc1ccc(NS(=O)(=O)c2cccc(NC(=O)c3ccccn3)c2)cc1	-3	-1	-2	8	7	-9	102	0.2	-0.4	0.1
N#CCC(=O)Nc1ccc(C(=O)OCC(=O)C23CC4CC(CC(C4)C2)C3)cc1	-3	0	-5	7	5	-11	98	-0.5	-3.5	-0.1
Cc1nn(C)cc1CNC(=O)Nc1ccc(Cl)cc1	0	0	-15	-1	7	-7	98	5.5	-1.6	0.1
COc1ccc(NC(=O)c2ccc(-c3c(C)noc3C)c3ccoc23)cn1	9	-5	5	-7	1	6	94	1.3	-0.7	-0.2
Cc1ccnc(N/C=C/C(=O)c2ccc(Br)cc2)c1	-15	-1	6	18	-1	-14	97	-0.7	-1.1	-0.2
COC(=O)[C@@]1(C)[C@H]2C(=O)N(Cc3ccccc3)C(=O)[C@H]2[C@H]2CN=C(SCc3ccc(Cl)cc3)N21	-1	7	3	7	-2	2	97	-1.1	2.4	-0.1
O=C(OCn1cncn1)c1ccc(Cl)cc1Cl	0	-1	1	-3	0	0	113	-1.5	-1.9	1.1
O=C(CSCc1ccco1)c1cccs1	-1	4	-4	-4	5	10	112	-2.2	0.2	0.2
N#Cc1cn(CC(=O)N2CCCC2)c2ccccc12	0	-2	2	-2	5	-2	95	6.4	0.1	-0.2
CCOc1ccc(NC(=O)[C@@H]2CCCN2C(=O)c2cccs2)cc1S(=O)(=O)N1CCOCC1	-2	11	1	2	2	6	97	0.7	-0.6	-0.3
CCOC(=O)c1cc(-c2ccco2)nc2c1c(C)nn2CCC#N	3	-3	5	-3	-8	34	96	-0.5	-1.1	0.0
O=C(COc1coc(CN2CCN(c3ccc(F)cc3)CC2)cc1=O)NCC1CCCO1 (stereo unspecified)	0	4	9	4	12	8	98	-0.3	-0.6	-0.1
CCN1CCN(Cc2nc3c(c(=O)n(C)c(=O)n3C)n2C(C)C(C)=O)CC1 (stereo unspecified)	1	-1	-4	1	0	-3	99	1.5	-1.5	-0.1
C=CCn1c(=O)c2ccccc2n2nnc(C(=O)OCC)c12	0	-11	-1	-5	-3	12	96	-0.3	-0.1	0.0
COc1ccc(CNC(=S)Nc2ccccc2F)cc1	0	6	2	12	5	-4	97	-0.5	0.3	-0.1
CCc1ccccc1NC(=O)CCC(=O)OCC(=O)c1ccc(-c2ccccc2)cc1	0	0	-9	-3	22	-9	100	-0.3	2.3	0.8
Clc1ccc(OCc2nn3c(-c4ccco4)nnc3s2)cc1	-2	7	0	-11	4	42	83	3.0	-1.4	0.4
Nc1nc(-c2ccco2)nn1S(=O)(=O)c1ccc(Cl)cc1	2	4	-6	0	0	15	96	-0.3	-0.4	0.0
Oc1ccc2ccc3[nH]cnc3c2c1	-2	-9	1	-3	7	-4	95	0.0	-2.9	-0.2
Cc1cc(Br)c(OCc2ccc(C(=O)N/N=C3\CC4CC=CC34)cc2)c(Br)c1 (stereo unspecified)	-1	3	0	-1	7	10	103	-1.5	-0.6	-0.4
O=C(O)CCc1ccc(-c2ccc(Br)cc2)n1-c1cccc(O)c1	1	2	3	2	14	-2	98	0.1	0.4	-0.1
Cc1cccc(CCNC(=O)C2CCC(=O)N(Cc3ccccc3F)C2)n1 (stereo unspecified)	0	0	0	-4	5	3	104	-0.6	-1.8	0.4
NS(=O)(=O)c1ccc(CCNCc2cc(Cl)ccc2OCc2ccccc2)cc1	-5	-4	-1	7	7	-13	98	-0.7	-0.2	1.4
CCCCCCNC(=O)c1cc(S(=O)(=O)N2CCc3ccccc32)ccc1F	-6	8	4	-6	4	2	98	1.8	-1.3	0.0
CS(=O)(=O)c1ccc(C(=O)NC2CCCCC2)cc1	1	8	1	5	0	6	82	-0.5	0.6	-0.3
COc1cccc(NC(=O)CSc2ccc3nnc(CCNC(=O)c4ccccc4)n3n2)c1	2	2	1	-4	5	9	96	0.4	-0.6	0.1
O=[N+]([O-])c1cccc(N(CC(O)CN2CCCCC2)S(=O)(=O)c2ccccc2)c1 (stereo unspecified)	0	-11	-7	19	-3	-4	99	0.1	-1.1	0.1
COc1cc(/C=N/NC2=NC(C)(C)Cc3ccccc32)cc(OC)c1OC	0	-2	7	0	-5	-2	95	-0.2	4.4	-0.2
Cc1cc(C)c(S(=O)(=O)Nc2ccccn2)c(C)c1	0	2	4	-2	10	-1	98	1.4	0.8	-0.1
O=c1[nH]cnc2scc(-c3ccc(F)cc3)c12	1	-6	0	2	-1	-4	100	-2.7	0.4	0.0
COc1ccccc1Cc1nc(-c2ccc(C)cc2)no1	-2	-1	-2	2	5	-3	97	0.1	1.8	-0.3
Cc1cc(OC(=O)c2c(C)cc(OC(=O)c3c(C)cc(O)cc3O)cc2O)cc(O)c1C(=O)O	-1	0	-5	3	-2	-7	102	-0.3	1.5	6.1*
CC(C)(C)c1cc(NC(=O)Nc2ccccc2OC(F)(F)F)no1	-4	10	-20	-8	15	-8	94	-1.0	8.7*	0.4
Cn1c(C(=O)N2CCN(c3ncccn3)CC2)cc2c(=O)n(C)c3ccccc3c21	2	-2	-11	8	5	42	94	-2.1	-0.9	-0.1
CCOC(=O)c1cc(-c2ccc(F)cc2)nc2c1c(=O)[nH]c(=O)n2Cc1ccccc1	-2	-1	3	-2	4	-1	102	-0.5	1.1	-0.1
O=C(CSCCO)Nc1ccc(C23CC4CC(CC(C4)C2)C3)cc1	-5	1	-1	3	-1	-10	102	-3.1	-0.7	0.0
O=C(COc1ccccc1[N+](=O)[O-])N(Cc1ccco1)C1CCS(=O)(=O)C1 (stereo unspecified)	0	-4	6	0	0	-2	98	-0.3	-3.4	0.1
COc1ccc(NC(=O)NC(C)c2ccccc2)cc1 (stereo unspecified)	0	-5	9	1	7	-3	94	-0.1	-0.5	0.0
O=C1Nc2ccccc2/C1=C\C(=O)c1ccccc1	17	0	50*	24	-4	-3	104	-0.6	-1.1	0.3
CC(=O)N1CCOc2ccc(S(=O)(=O)N3CCC(C(=O)NCc4ccc(Cl)cc4)CC3)cc21	1	3	-7	-4	-1	0	101	1.6	-1.2	0.1
Cc1ccc2oc(=O)n(CCC(=O)Nc3ccc(N4CCOCC4)cc3)c2c1	-1	1	1	-5	-1	-1	98	-0.3	-1.1	-0.3
CC(=O)c1c(C(=O)O)[nH]c(C(=O)O)c1C	2	0	7	10	3	1	98	-0.9	-0.3	-0.2
Cc1cc(NC(=O)COC(=O)c2ccco2)no1	3	-2	-6	-6	3	0	95	-0.6	0.0	0.0
CC(=O)N(C(C)=O)c1c(N2CCOCC2)c2ccccc2oc1=O	1	9	-2	3	9	0	95	-3.0	0.2	-0.2
COCCNC(=O)CNC(=S)N(CCCN1CCOCC1)Cc1cccs1	3	-1	1	0	0	-4	96	0.0	-0.4	0.0
